mHTT-CaM PPI inh – mHTT-calmodulin interaction abrogation; P42858; AlphaScreen His-mHTT/GST-CaM binding, luminescence; inhibition, % at 15 µM; 190,000 compounds, 3.6% hits; AID 1671202;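 further: 0% = both proteins with DMSO and 100% = one protein alone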
Pf apPOL inh – Pf-apPOL DNA polymerase inhibition. 210,000 compounds, 0.25% hits. inhibition, % at 10 µM. Recombinant Pf-apPOL, molecular beacon fluorescence, 1.5 h
* marks the source's active call; other numbers are inactive results; / = no result given; & = joins results of further samples. No stated cut-off is given here; in the data, active means inhibition above about 50%; inactive means the rest.

SMILES	mHTT-CaM PPI inh	Pf apPOL inh
COc1cccc(-c2cc(C(=O)NN3CCOCC3)c3ccccc3n2)c1	-2	5
O=S1(=O)c2ccc(N3CCSCC3)cc2Oc2ccccc2CN1Cc1cn(Cc2ccc(C(F)(F)F)cc2)nn1	1	-6
O=C(O)CNS(=O)(=O)c1c(Cl)cccc1Cl	-2	0
Cc1ccc2[nH]c(C)c(CCC(=O)NC3CCCCC3)c2c1	17	1
Cc1cccc2sc(NC(=O)c3csc(Nc4ncccn4)n3)nc12	9	-7
CN(C)[C@@H]1CCN(c2ccc3c(c2)O[C@@H]2CCN(C2)S3(=O)=O)C1	-11	-2
Cc1ccc(NC(=O)C2CC(=O)N(CCc3c[nH]c4ccc(F)cc34)C2)cc1 (stereo unspecified)	25	0
O=C(Cn1ccc2ccccc21)NC1CC(O)C(CO)C1 (stereo unspecified)	2	-1
Cc1nc(SCC(N)=O)c(C#N)c(C)c1C	-5	-6
O=C(CC1(Cc2ccc([N+](=O)[O-])cc2)C(=O)c2ccccc2C1=O)c1ccccc1	16	1
CCc1cc(CC)c(NC(=S)Nc2ccc(C)cc2Cl)c(CC)c1	/	-9
Cc1c(-c2cc(N)n(C)n2)sc2ccc(Cl)cc12	/	-6
CCOc1ccc(NS(=O)(=O)c2ccc(C)c(C(=O)O)c2)cc1	-1	-7
O=C(Cn1cnc([N+](=O)[O-])n1)Nc1cc(Oc2ccc(F)cc2)cc([N+](=O)[O-])c1	29	0
CC(C)CNC(=O)C1COC2(CCC(C)CC2)N1C(=O)c1ccccc1 (stereo unspecified)	3	-6
CCOc1ccc(C(O)=C2C(=O)C(=O)N(c3nnc(C)s3)C2c2ccc([N+](=O)[O-])cc2)cc1 (stereo unspecified)	17	7
COc1ccc2oc(=O)c(C(=O)Nc3cc(C(F)(F)F)ccc3Cl)cc2c1	0	0
Clc1cccc(-c2nc(COc3cccc4cccnc34)no2)c1	14	10
Cc1ccc(C)c(NC(=O)CSc2nnnn2C)c1	-1	-1
O=C1CC2(CCN(C(=O)C3CCCC3)CC2)Oc2ccccc21	4	-5
Cc1ccc(N=CC=C2OC(C)(C)C(C)(C)O2)c(C)c1	38	-1
CCc1cc(C2CCCN2C(=O)c2cc(-c3ccc4c(c3)OCO4)on2)on1 (stereo unspecified)	11	-1
CC1CN(CCO)Cc2ccc(Cl)cc21 (stereo unspecified)	1	-7
COc1ccc(C2=N/C(=C\c3ccc(F)cc3)C(=O)O2)cc1OC	5	-1
Cc1[nH]c2ccccc2c1C(C[N+](=O)[O-])c1ccc2c(c1)OCO2 (stereo unspecified)	75*	4
O=C(O)CCCN1C(=O)C2C3CC(C2C1=O)C1C(c2ccccc2)c2sc(=O)[nH]c2SC31 (stereo unspecified)	-3	2
CCCCSc1nnc2c(n1)OC(c1ccc(C)o1)N(C(C)=O)c1ccccc1-2 (stereo unspecified)	47	-63
NS(=O)(=O)c1ccccc1Cl	-6	8
O=C(c1ccccc1Cl)N1CCN(c2ccc(C(F)(F)F)cc2[N+](=O)[O-])CC1	23	-5
CC(/C=C1\N=C(c2ccc(C)cc2)OC1=O)=C\c1ccccc1	6	11
COc1cc([N+](=O)[O-])ccc1O	-5	/
O=S1(=O)c2ccc(N3CCSCC3)cc2Oc2ccccc2CN1Cc1cn(Cc2ccc(F)cc2)nn1	5	-5
COc1ccc(CCNC(=O)C(NC(=O)OCc2ccccc2)C(C)C)cc1OC (stereo unspecified)	/	4
Cc1cccc(Cl)c1CNC(=O)c1c(C)noc1-c1cccnc1	-5	-2
Cn1nc(COCc2ccccc2)c2c1CCN(C(=O)Nc1cccc(Cl)c1)C2	21	-2
Nn1cnc2scc(-c3ccccc3)c2c1=O	2	1
COc1ccc(NC(=O)CN(C2CCCCC2)S(=O)(=O)c2ccc(F)cc2)c(OC)c1	5	-8
CCCCNC(=O)c1cn2c(n1)CCC(c1ccccc1)C2 (stereo unspecified)	5	-1
Cc1ccc(C)c(OCC(=O)Nc2ccc(S(N)(=O)=O)cc2)c1C	-2	-9
CC(C(=O)O)C1CCC2C3CC(=O)C45CC4CCC5(C)C3CCC12C (stereo unspecified)	2	14
O=C(Nc1c(C(=O)N2CCCCC2)cnn1-c1ccccc1)c1ccccc1Br	2	-4
Cc1ccc(F)c(NC(=O)Nc2cccc(Cl)c2)c1	-8	1
CCCC1=NN2C(=N)/C(=C/c3ccc(OC)c(OC)c3)C(=O)N=C2S1	0	6
O=C(NCCC1CCN(C(=O)Nc2cccc(Cl)c2)CC1)NC1CCCCC1	-6	-5
CCN1CCN(Cc2c(O)ccc3c4c(c(=O)oc23)CCC4)CC1	2	1
CCOc1ccc2cc(C3CC(c4ccc(C)cc4)=NN3S(C)(=O)=O)c(Cl)nc2c1 (stereo unspecified)	0	2
O=C(Cc1cccc(F)c1)Nc1cnc(N2CCCCCC2)nc1	6	-7
Cc1nnc(NC(=O)CSc2nc3c(c(=O)n2C)SC(C)C3)s1 (stereo unspecified)	-1	-7
Cc1ccc2c(C)ccc(O)c2n1	7	6
COc1ccc(CC(=O)Nc2ccc(-c3nc(C)no3)cc2)cc1OC	-10	-3
C=CCn1c(SCC(=O)c2ccc(Br)cc2)nc2ccccc2c1=O	-7	-4
O=C(Nc1ccc(N2CCOCC2)cc1)c1cc(Br)ccc1Cl	26	-25
CCc1ccc(C2C(C#N)=C(N)N(c3cccnc3)C3=C2C(=O)CCC3)s1 (stereo unspecified)	18	-6
Cc1cc(C)n(CC(O)Cn2c(C)c(C)c3ccccc32)n1 (stereo unspecified)	8	-4
CCOc1ccc2nc(NC(=O)c3ccc([N+](=O)[O-])o3)sc2c1	/	2
Cc1ccc(C(=O)N2CCC(CCNS(=O)(=O)c3ccc(F)cc3)CC2)cc1	53*	-2
CCNc1cc(N2CCCC(CCC(=O)NCc3cccc(C)c3)C2)ncn1 (stereo unspecified)	-6	-3
CCOc1ccc(NC(=O)CN(c2cccc([N+](=O)[O-])c2)S(C)(=O)=O)cc1	7	-6
C1CN(Cc2nn[nH]n2)CCO1	-4	/
CC1(C)CC(=O)C(C(C2=C(O)CC(C)(C)CC2=O)c2cccnc2)C(=O)C1 (stereo unspecified)	0&14	-3&1
Next section:
SMILES	mHTT-CaM PPI inh	Pf apPOL inh
O=C(Nc1ccccc1I)c1ccc(Cl)cc1Cl	-5	-4
O=C(Cn1cc2c(n1)CCCCC2)NCc1ccccc1Cl	-4	1
CCCCOc1ccc(N2C(=O)CC(NCCc3ccc(OC)cc3)C2=O)cc1 (stereo unspecified)	5	-4
Cc1ccc(NC(=O)c2c(O)c3cccnc3n(-c3ccc(F)cc3)c2=O)c(F)c1	2	-8
CCCn1ccc2sc(C)c(C(=O)N3CCN(c4ccccn4)CC3)c2c1=O	-1	-4
O=C1CC(NCc2ccc3c(c2)OCO3)C(=O)N1c1ccccc1 (stereo unspecified)	5	-2
O=C(Nc1nnc(-c2ccccc2Cl)o1)c1cccc([N+](=O)[O-])c1	-2	-6
Cc1ccc(S(=O)(=O)N2CCC(CCNC(=O)NC(C)C)CC2)cc1	41	5
Cc1cc(I)ccc1NC(=O)COc1ccccc1C	1	-7
COc1cccc(C2CC(c3ccc(F)cc3)n3ncnc3N2)c1 (stereo unspecified)	23	-1
COCCNC(=O)C(C)C1CCN(S(=O)(=O)c2c(C)noc2C)CC1 (stereo unspecified)	-3	0
COc1cc(NC(=O)CCc2sc(C)nc2-c2cccs2)c(OC)cc1Cl	20	-4
CC1=C(C(=O)Nc2ccc(F)cc2F)C(c2cccc(Cl)c2)C2=C(CCCC2=O)N1 (stereo unspecified)	-16	-2
CC(C)C[C@H]1COc2cccc(F)c2S(=O)(=O)N1Cc1cn(CCC2OCCCO2)nn1	-3	-4
COc1ccccc1N1CCN(C(=O)c2noc3c2CCCC3)CC1	3	1
O=C(CN1C(=O)c2ccccc2S1(=O)=O)NC(NC1CCCC1)C(Cl)(Cl)Cl (stereo unspecified)	-5	-5
CCc1ccc(C2C=C(c3ccc(Cl)cc3)Nc3ncnn32)cc1 (stereo unspecified)	-5	-15
O=C(Nc1cccc(C(F)(F)F)c1)O[C@@H]1CC[C@@]23CCCN2C(=O)CCC[C@H]3C1	45	-6
COC1(NS(=O)(=O)c2ccc(C)cc2)C(C)=CC(=O)C=C1C	2	-6
O=C1C=C(N2CCN(C(=O)c3ccccc3)CC2)C2(CCCCC2)O1	2	-6
FC(F)(F)c1ccc(NCCc2ccccc2)c(NC(=S)Nc2cc(Cl)ccc2Cl)c1	/	-18
COc1ccccc1CNC(=O)COc1ccc(C(C)C)cc1	-28	-6
COc1ccc(NC2(c3ccccc3)OC(=O)c3ccccc32)cc1 (stereo unspecified)	0	1
Fc1cc(F)cc(CN2CCc3nc(Nc4ccccc4)ncc3C2)c1	-6	-5
O=C(c1ccncc1)N1CCc2c(nc3cc(-c4ccccc4Cl)[nH]n3c2=O)C1	10	2
Cc1cc(C)n(-c2ccc(C(=O)N3CCN(c4ccc(F)c(Cl)c4)CC3)nn2)n1	-3	0
CC12CC3CC(C)(C1)CC(NC(=O)c1ccc(Cl)cc1Cl)(C3)C2	-27	11
Cc1ccc(CN2CCCN(c3ccc(NC(=O)c4ccccc4C)cn3)CC2)cc1	19	-5
CCOc1ccc(NC(=O)C2c3cc(OC)c(OC)cc3C(=O)N(C)C2c2cccs2)cc1 (stereo unspecified)	11	2
COc1cccc(CNC(=O)C2CCCN(c3nnc4c(Cl)cccn34)C2)c1 (stereo unspecified)	2	-1
O=C(Nc1nnc(N=Cc2ccccc2)s1)c1cccc([N+](=O)[O-])c1	1	-108
Cc1cc(=O)[nH]c(SCC(=O)Nc2cc(C(F)(F)F)ccc2Cl)n1	-4	-1
NC(=O)c1oc2ccccc2c1NC(=O)C(=O)NCCc1ccc(S(N)(=O)=O)cc1	-5	-4
O=C(CN1C(=O)S/C(=C\c2ccc(Cl)cc2)C1=O)Nc1cccnc1	5	-2
O=C1c2ccccc2C(O)(Cc2ccccc2)N1CC1CCCO1 (stereo unspecified)	-5	-5
Cc1ccc(C=C2Oc3cc(OS(C)(=O)=O)ccc3C2=O)cc1	0	-2
O=C(NC1CCS(=O)(=O)C1)c1ccccc1Br (stereo unspecified)	0	4
O=c1[nH]c(-c2ccc(F)cc2)nc2c1CCN(S(=O)(=O)c1ccc3c(c1)CCC3)C2	-6	-5
COc1ccc2nc(SCC(=O)Nc3ccc(F)cc3)[nH]c2c1	8	3
COc1ccccc1NC(=O)c1ccc2c(c1)C(=O)N(C1CCCCC1)C2=O	-2	2
Cc1ccc2nc(C)cc(NC(=O)c3ccc(Br)o3)c2c1	13	-2
O=C(NCC1CCN(Cc2cccs2)CC1)c1cccc(C(F)(F)F)c1	-6	-10
O=C(O)CSc1ccc(Cl)cc1	/	5
O=C(CN(CCc1ccccc1)S(=O)(=O)c1cc(Cl)ccc1Cl)N1CCOCC1	2	-2
CCCOc1nccnc1NC1CCN(C(=O)c2cccn2C)CC1	18	-4
O=C(NCCNc1ccc([N+](=O)[O-])cc1)c1ccccc1Br	8	-5
CCOC(=O)c1[nH]c(COC(C)=O)c(CC)c1C	12	/
O=C(c1ccccc1)c1c(Cl)cc(C(F)(F)F)cc1Cl	/	-1
CSc1nnc(-c2ccc(S(=O)(=O)Nc3ccccc3Cl)s2)n1C	/	-9
COc1ccc(S(=O)(=O)Oc2ccc3oc(=O)c(-c4ccc(OC)c(OC)c4)c(C)c3c2)cc1	-19	-3
O=C(Nc1cccc(-c2nc3ncccc3o2)c1)c1cccc(OCc2ccccc2)c1	-1	4
Cc1cc(NC(=O)CN2CCC(C(N)=O)CC2)nc2c1c(=O)oc1ccccc12	-12	10
COc1ccc(-n2nc3cc(C)c(NC(=O)c4ccc(Cl)c([N+](=O)[O-])c4)cc3n2)cc1	-4	-5
COc1ccc(/C=C2\Sc3ccccc3N(CC(=O)NC3CCCC(C)C3C)C2=O)cc1 (stereo unspecified)	8	9
COc1ccc(-c2cc(C(F)(F)F)n3nc(C(=O)N4CCCCC4)c(Cl)c3n2)cc1OC	17	-3
CC1Cc2c(NC(=O)CSCc3ccccc3)nn(C)c2NC1=O (stereo unspecified)	-15	-14
Cc1cc2nc(C(=O)Nc3cccc(C#N)c3)cc(C)n2n1	2	2
Cc1csc(NC(=O)c2c(O)c3ccccc3n(C)c2=O)n1	0	-2
COc1cccc(NC(=O)C(Cc2ccccc2)N2C(=O)C3C4C=CC(C4)C3C2=O)c1 (stereo unspecified)	3	-3

Molecules from the list above that contain a nitro group on carbon, in the order listed:
SMILES	mHTT-CaM PPI inh	Pf apPOL inh
O=C(CC1(Cc2ccc([N+](=O)[O-])cc2)C(=O)c2ccccc2C1=O)c1ccccc1	16	1
O=C(Cn1cnc([N+](=O)[O-])n1)Nc1cc(Oc2ccc(F)cc2)cc([N+](=O)[O-])c1	29	0
CCOc1ccc(C(O)=C2C(=O)C(=O)N(c3nnc(C)s3)C2c2ccc([N+](=O)[O-])cc2)cc1 (stereo unspecified)	17	7
Cc1[nH]c2ccccc2c1C(C[N+](=O)[O-])c1ccc2c(c1)OCO2 (stereo unspecified)	75*	4
O=C(c1ccccc1Cl)N1CCN(c2ccc(C(F)(F)F)cc2[N+](=O)[O-])CC1	23	-5
COc1cc([N+](=O)[O-])ccc1O	-5	/
CCOc1ccc2nc(NC(=O)c3ccc([N+](=O)[O-])o3)sc2c1	/	2
CCOc1ccc(NC(=O)CN(c2cccc([N+](=O)[O-])c2)S(C)(=O)=O)cc1	7	-6
O=C(Nc1nnc(-c2ccccc2Cl)o1)c1cccc([N+](=O)[O-])c1	-2	-6
O=C(Nc1nnc(N=Cc2ccccc2)s1)c1cccc([N+](=O)[O-])c1	1	-108
O=C(NCCNc1ccc([N+](=O)[O-])cc1)c1ccccc1Br	8	-5
COc1ccc(-n2nc3cc(C)c(NC(=O)c4ccc(Cl)c([N+](=O)[O-])c4)cc3n2)cc1	-4	-5

High-throughput results: PubChem, University of Kansas High Throughput Screening Laboratory

These rows are one share of the data; the hit share may differ from the screen's.
